# XiGFP reactiv – reactivates the inactive X chromosome in mouse fibroblasts. XiGFP mouse fibroblasts, % GFP-positive cells imaging, 3 d; cells co-treated with 5-aza-dC sensitizer; scaled so ellipticine positive control = 100%. activation, % at 7.58 µM. actives 0.055% (n = 360,000). AID 743238;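 active = mean normalized replicate activation at least 10% and every replicate at or above 10%; inconclusive = only one of the two criteria met; inactive = mean below 10% and not all replicates reach 10%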;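 also: 0% = median of on-plate neutral control wells and 100% = ellipticine 6 µM median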
#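 Schedule: 3 d treatment, 15 min room-temperature fixation; system: 68-5-11 XiGFP fibroblast line; buffer or medium: DMEM plus 5-aza-dC sensitizer; control set: ellipticine 6 µM positive control; compound: one concentration, pinned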
# ARNT TACC3 PPI – ARNT/TACC3 interaction disruption; AlphaScreen His-ARNT PAS-B/GST-TACC3 binding, luminescence; TACC3 fragment carries E629A point mutation; actives 0.66% (n = 390,000); inhibition, % at 9.99 µM; Q9Y6A5;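 active = mean inhibition of replicates at least 50% and at least half of replicates each reaching 50%; inconclusive = half or more replicates reach 50% but mean below 50%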;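 also: 0% = complete ARNT plus TACC3 wells and 100% = ARNT alone without TACC3; many hits fall short of the cut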
# ERAP1 inh – inhibitors of human ERAP1 aminopeptidase. recombinant ERAP1, Leu-AMC fluorescence, 60 min. inhibition, % at 10.7 µM. Q9NZ08. actives 0.15% (n = 340,000);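 active = mean replicate inhibition of at least 30%, or all replicates individually reaching that 30% level; inactive = mean below 30% and not every replicate reaching it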;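 also: 0% = neutral control wells and 100% = L-leucinethiol positive control wells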
# RAD52 anneal inh – blocks human RAD52 DNA annealing; P43351; recombinant RAD52 DNA annealing, FRET fluorescence; inhibition, % at 18.7 µM; actives 0.46% (n = 360,000); AID 651710;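 active = every replicate showing at least 50% inhibition; inconclusive = mean inhibition at least 50% but not in every replicate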
# Target sequence (P43351 whole entry, looked up): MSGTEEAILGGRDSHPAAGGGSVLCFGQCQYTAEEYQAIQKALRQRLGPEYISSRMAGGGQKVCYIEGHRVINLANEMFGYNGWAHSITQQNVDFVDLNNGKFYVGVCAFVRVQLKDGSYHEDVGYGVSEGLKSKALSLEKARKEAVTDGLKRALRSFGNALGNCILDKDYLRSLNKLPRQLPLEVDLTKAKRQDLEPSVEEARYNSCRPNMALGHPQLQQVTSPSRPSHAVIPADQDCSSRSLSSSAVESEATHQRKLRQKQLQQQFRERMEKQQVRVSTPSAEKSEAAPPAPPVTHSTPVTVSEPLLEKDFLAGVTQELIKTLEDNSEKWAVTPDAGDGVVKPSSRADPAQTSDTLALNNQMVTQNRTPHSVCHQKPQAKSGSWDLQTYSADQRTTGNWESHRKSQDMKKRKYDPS
# GSIS activator – GLuc luminescence reporter in INS-1E cells, primary screen for activators of glucose-dependent secretion of insulin | INS-1E GLuc reporter insulin secretion, 2-3 h | activation, % at 16.6 µM | actives 0.61% (n = 370,000);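 active = lowest replicate activation of at least 40%, so every replicate reaches that level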;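 also: 0% = median of neutral control wells and 100% = median of IBMX positive control wells; some compounds called inactive have numbers as strong as hits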
# esBAF inh – inhibitors of esBAF chromatin remodeling in mouse ES cells; Bmi1-luciferase knock-in reporter, 24 h; 100% = twice the neutral-well signal; reporter increase, % at 12.5 µM; actives 2% (n = 350,000); in the data active = activation above about 40%; inconclusive = no clear call, values can overlap the other calls;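 also: 0% = median of the plate's neutral control wells and 100% = double that signal; a rise in the Bmi1 reporter signal indicates esBAF inhibition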
# CFTR F508del cor – CFTR F508del correction in bronchial cells; CFBE cells, YFP halide quenching; stimulated with forskolin plus potentiator P3; % fluorescence drop versus neutral controls; AID 720511; activity (quench increase), % at 7.58 µM; actives 0.36% (n = 350,000);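 active = mean added fluorescence quench of at least 8% versus neutral control, with both replicates also reaching 8%; inconclusive = only one of the mean or replicate conditions met; inactive = mean below 8% and not both replicates reaching 8%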;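 also: cells transiently co-express mutant CFTR-F508del with the halide-sensitive YFP; corrector assay measuring rescue of mutant channel to the surface after 24 h compound exposure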
# RAD54 inh – blocks human RAD54 Holliday junction branch migration; Q92698; FAM/BHQ fluorescence; inhibition, % at 10.4 µM; actives 0.14% (n = 360,000);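 active = mean normalized replicate activity at least 40 and at least half of replicates scoring 40 or more; inconclusive = only one of the two criteria met; inactive = mean below 40 and under half of replicates reaching 40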;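 also: 0% = median of neutral control wells and 100% = median of positive control wells; inhibitors cause a drop in the FAM fluorescence signal; in these data hits start at about 50%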
# An asterisk follows results filed as active; ? = inconclusive; . = not tested or not shown; & = joins results of further samples.
SMILES,XiGFP reactiv,ARNT TACC3 PPI,ERAP1 inh,RAD52 anneal inh,GSIS activator,esBAF inh,CFTR F508del cor,RAD54 inh
C/C=C/c1ccc([C@H]2[C@@H](CO)N(CC3CC3)C23CN(C(=O)c2ccc4c(c2)OCO4)C3)cc1,0.0,.,1,12,-2,.,1.1,.
Cc1cc(=O)n2c3c(c4c(cc13)c(CN(C)C)cc(=O)n4C)OC2,0.6,34*,5,35,-24,.,2.4,.
CO[C@@H]1CN(C)C(=O)c2ccc(NS(=O)(=O)c3ccccc3)cc2OC[C@@H](C)N(C)C[C@H]1C,0.4,3,-5,-2,9,0,-0.5,-9
COC(=O)c1c(C)oc(C)c1S(=O)(=O)NCC1CC1,0.2,-13,6,-4,2,-4,-0.2,17
COc1ccc(NC(=O)N2C[C@@H]3[C@H](c4ccccc42)[C@H](CO)N3C(=O)C2CCCC2)cc1,0.2,-18,5,5,8,5,-0.7,3
C[C@@H]1CN([C@@H](C)CO)S(=O)(=O)c2ccc(-c3ccncc3)cc2O[C@@H]1CN(C)C(=O)Nc1ccc(F)cc1,0.3,0,-2,-9,-10,-2,-1.1,1
c1ccc2c(c1)[nH]c1c(N3CCOCC3)ncnc12,.,-3,-2,-7,-4,6,-1.9,13
O=C1CC(N2CCN(c3ccccc3)CC2)C(=O)N1Cc1ccc(Cl)cc1 (configuration not stated),0.0,34,-2,-6,-12,-2,-1.4,3
CCc1nc2ccc(C(=O)N3CCCC(C(N)=O)C3)cn2c1N(CCC(C)C)CCN(C)C (configuration not stated),-0.1,.,0,-6,.,-1,1.3,10
COC(=O)C1=C(C)N(C)C(=NCc2cccc(C(F)(F)F)c2)NC1c1ccc(Cl)cc1 (configuration not stated),0.0,.,0,-2,-12,.,-2.3,.

# Arranged by formula weight (descending): three of the compounds above
SMILES,XiGFP reactiv,ARNT TACC3 PPI,ERAP1 inh,RAD52 anneal inh,GSIS activator,esBAF inh,CFTR F508del cor,RAD54 inh
C[C@@H]1CN([C@@H](C)CO)S(=O)(=O)c2ccc(-c3ccncc3)cc2O[C@@H]1CN(C)C(=O)Nc1ccc(F)cc1,0.3,0,-2,-9,-10,-2,-1.1,1
C/C=C/c1ccc([C@H]2[C@@H](CO)N(CC3CC3)C23CN(C(=O)c2ccc4c(c2)OCO4)C3)cc1,0.0,.,1,12,-2,.,1.1,.
COC(=O)c1c(C)oc(C)c1S(=O)(=O)NCC1CC1,0.2,-13,6,-4,2,-4,-0.2,17

# Continuation.
SMILES,XiGFP reactiv,ARNT TACC3 PPI,ERAP1 inh,RAD52 anneal inh,GSIS activator,esBAF inh,CFTR F508del cor,RAD54 inh
COc1cc2c(cc1OC)C(c1cc3cc(C)ccc3[nH]c1=O)N(C(=O)c1ccco1)CC2 (configuration not stated),0.1,-2,3,-9,-1,3,-0.5,4
COc1ccc(CCNC(=O)C2CCCN2C(=O)Nc2ccc(C)cc2)cc1OC (configuration not stated),0.0,3,0,-6,.,-10,1.1,-1
C[C@@H]1CCCCO[C@@H](CN(C)Cc2ccncc2)[C@H](C)CN([C@H](C)CO)C(=O)c2cc(NS(=O)(=O)c3ccc(Cl)cc3)ccc2O1,0.1,-4,3,20,-15,0,3.6,13
Cc1ccc(-n2ccnc(SCC(=O)NC3CCCC3)c2=O)cc1F,0.0,-4,1,3,-1,1,-6.8,3
CCN1CCN(S(=O)(=O)c2cccc3nsnc23)CC1,.,1,1,10,-5,-2,0.7,2
Cc1c(O)ccc2c(=O)c(Oc3ccccc3)coc12,0.3,-11,-2,8,.,6,-3.8,-16
C/C(CC(=O)NC12CC3CC(CC(C3)C1)C2)=N\NC(=O)Cc1cccs1,0.2,5,.,.,-16,.,.,-5
CCc1cccc(CC)c1NC(=S)NCCc1ccc(O)c(O)c1,0.0,13,-5,-5,6,-3,-3.7,-8
C[C@@H]1CN([C@@H](C)CO)C(=O)Cc2cc(NS(=O)(=O)c3cn(C)cn3)ccc2O[C@@H]1CN(C)S(=O)(=O)c1ccc(Cl)cc1,-1.2,6,1,-1,23,4,1.5,-2
CCOC(=O)C1=CCC2C(=O)N(C3CCCCC3)C(=O)C12 (configuration not stated),0.1,.,10,-10,9,6,-2.2,1

# An excerpt of these results, with two lines to a compound.
# Second line of a record: XiGFP reactiv, ARNT TACC3 PPI, ERAP1 inh, RAD52 anneal inh, GSIS activator, esBAF inh, CFTR F508del cor, RAD54 inh
CCc1cccc(CC)c1NC(=S)NCCc1ccc(O)c(O)c1
  0.0, 13, -5, -5, 6, -3, -3.7, -8
C[C@@H]1CN([C@@H](C)CO)C(=O)Cc2cc(NS(=O)(=O)c3cn(C)cn3)ccc2O[C@@H]1CN(C)S(=O)(=O)c1ccc(Cl)cc1
  -1.2, 6, 1, -1, 23, 4, 1.5, -2

# (list continues)
SMILES,XiGFP reactiv,ARNT TACC3 PPI,ERAP1 inh,RAD52 anneal inh,GSIS activator,esBAF inh,CFTR F508del cor,RAD54 inh
CC1CCN(S(=O)(=O)c2ccc3c(c2)C(Cl)(Cl)C(=O)N3)CC1,2.2,.,19,-1,-24,-12,2.2,-11
CCC(=O)Nc1ccc(Oc2ccc3c(c2)C(=O)NC3=O)cc1,.,-1,11,-4,12,1,-0.6,5
OC[C@H]1O[C@@H](n2cnc3c(NC4CCCC4)nc(Cl)nc32)[C@H](O)[C@@H]1O,0.0,17,-1,-6,-21,12,0.5,2
Cc1cc(C)c(C(=O)COC(=O)Cn2c(C)csc2=O)cc1C,0.0,6,1,-17,-9,22,2.8,-1
CN(C)c1nc(Nc2ccc(Cl)cc2)nc(OCC#N)n1,.,-2,1,-7,-19,-4,.,2
Cc1nc2cc(-c3cccs3)[nH]n2c(=O)c1C,.,33,3,-22,19,27,-0.5,-4
CC(C)(C)OC(=O)N1CCN(C(=O)c2[nH]cnc2C(=O)Nc2ccc(Cl)cc2)CC1,0.1,2,-1,8,0,0,-0.5,5
Cc1noc(C)c1NC(=O)Nc1ccc2c(c1)C(=O)N([C@H](C)CO)C[C@H](C)[C@@H](CN(C)S(=O)(=O)c1ccc(F)cc1)O2,0.1&0.0,-9,1&-1,6&-9,3&7,10,-1.4&2.4,5
COc1ccc2c(c1)Cc1cc(NC(=O)c3ccccc3-c3ccccc3C(=O)O)ccc1-2,0.3,.,-4,-9,1,-2,-0.1,-6
C[C@H](CO)N1C[C@H](C)[C@@H](CN(C)Cc2ccc(-c3ccccc3)cc2)Oc2c(cccc2N(C)C)C1=O,-1.1,3,3,2,-1,-3,-0.5,1
CC1=CC(C)(C)N(C(=O)CNC2CCCCC2)c2cc(C)ccc21,0.0,-1,0,8,-1,0,3.5,4
Cc1ccc(-n2c(-c3ccco3)n[nH]c2=S)cc1,-0.1,2,-3,-11,11,.,-5.0,.
Nc1c(Cl)ncnc1NCc1cccnc1,0.0,3,1,-17,-11,2,-0.7,4
O=C(NC(=S)NCCCN1CCOCC1)c1ccc([N+](=O)[O-])cc1,0.0,.,-3,-8,2,.,-1.9,.
COc1ccccc1N(C)S(=O)(=O)c1ccc(C)c(C(=O)Nc2nccs2)c1,-0.2,.,2,-4,-8,.,-2.1,.
Cc1cc(C)cc(C(=O)NCC(=O)OCC(=O)c2cc(C)n(CC(F)(F)F)c2C)c1,-0.1,.,3,-3,5,-9,-1.7,-5
CCOC(=O)C1(C)CCCN(C(=O)c2ccccc2)C1 (configuration not stated),0.0,.,-1,4,-5,0,3.0,-3
O=C1N(Cc2cccc(Cl)c2)C[C@@H]2C[C@@H](c3cccc4ncccc34)N3CCC[C@@]123,0.0,2,7,-27,.,-6,1.8,12
COc1ccc(NS(=O)(=O)c2cc(NC(=O)c3cccs3)ccc2N2CCOCC2)cc1,0.0,-2,-2,-12,.,0,5.3,-6
CCN1CCN(c2cc(C)c3cc(NC(=S)NCCCOC)ccc3n2)CC1,0.0,-3,1,61*,-3,-7,-2.2,21
CCOc1cc(NC(=O)c2ccccn2)c(OCC)cc1NC(=O)c1ccc(Cl)cc1,0.0,1,-2,-14,-4,-4,-0.6,-6
CCC(=O)N1[C@H](CO)[C@H](c2ccc(-c3ccccc3)cc2)[C@@H]1CNC(=O)C1CC1,0.2,.,1,-15,-4,.,-2.6,.
CCCN1C(=O)/C(=N\OCC(=O)NC23CC4CC(CC(C4)C2)C3)c2ccccc21,-0.1,8,.,.,-24,.,.,-1
Cc1ccc(C)c(C(C)NC(=O)Cc2cccs2)c1 (configuration not stated),-0.1,-2,0,-3,-13,-7,3.2,1
COc1ccccc1-c1ccc2c(c1)[C@H]1[C@H](CCN1S(=O)(=O)c1cccc(C)c1)[C@H](CO)N2,0.1,.,1,-29,25,.,-0.3,.
Cc1ccc(SSc2cc(C)ccc2N)c(N)c1,0.0,13,4,-15,9,?,0.1,-1
O=C(Nc1ccc(N2CCN(C(=O)c3cccs3)CC2)cc1)c1cccc(F)c1,-0.1,.,-5,-11,-8,18,0.6,-2
Cc1cc(C)cc(N(CC(=O)NC2CCCCC2)C(=O)CNC(=O)c2ccco2)c1,0.1,-9,1,-11,8,0,1.4,-2
CC(=O)N1[C@H](CO)[C@H](c2ccccc2)[C@@H]1CN(C(=O)c1ccc(F)cc1)C(C)C,0.2,2,-2,-11,7,2,1.6,5
Cc1ccc(-c2cc(C(=O)Nc3c(C#N)cnn3C)no2)cc1,.,3,3,-46,-4,29,-1.1,-2
COc1cccc(-c2ccc([C@@H]3[C@@H](CO)N4C(=O)CN(C(=O)C5CC5)C[C@@H]34)cc2)c1,0.2,.,-1,-4,-6,.,4.6,.
CCOc1cc(/C=C2/C(=N)N3C(=NC2=O)SN=C3S(=O)(=O)C(C)C)ccc1OC(=O)c1ccco1,-0.1,2,14,-168,-9,-5,4.0,-18
O=C(C1CC1)N1CCCCN2[C@H](CO)[C@@H](c3ccc(C#CC4CC4)cc3)[C@@H]2C1,.,1,-2,8,.,.,-1.3,0
CCN(CC)c1ccc(NC(=O)c2ccco2)c(C)c1,.,5,.,.,-15,6,.,-1
CN(C)c1nc(C=C(C#N)C#N)c(Cl)n1-c1ccc(F)cc1,0.3,-4,2,-60,9,.,1.1,.
O=C(Nc1ccccn1)C1CCN(C(=O)c2ccc(Cl)cc2)CC1,0.1,.,-3,-30,-1,-2,0.8,-7
Cc1ccc2nc(-c3ccc(NC(=S)NC4CC(C)(C)NC(C)(C)C4)cc3)sc2c1,-0.1,33,7,95*,-8,37,-15,35
C/C=C/c1cnc2c(c1)C(=O)N([C@H](C)CO)C[C@H](C)[C@@H](CN(C)C(=O)Cc1ccccc1)O2,0.0,-4,2,-5,14,2,-2.3,0
COc1ccc(NC(=O)c2ccco2)cc1NC(=O)c1cccc(F)c1,-0.1,4,0,-12,6,-3,1.4,-3
Cc1noc(C)c1S(=O)(=O)Nc1ccc2c(c1)C(=O)N([C@@H](C)CO)C[C@H](C)[C@H](CN(C)C(=O)c1ccccc1)OCCCC[C@@H](C)O2,0.1,1,3,-6,3,-3,-2.0,-8
COc1ccccc1CNC(=O)C1CCC1,-0.1,1,1,-14,-1,.,-1.3,.
CC(C)(C)N1CC(C(=O)Nc2ccc(S(=O)(=O)N3CCCCC3)cc2)CC1=O (configuration not stated),0.0,-1,-2,-3,8,0,-0.2,-10

# Assay outcomes: PubChem, Broad Institute
